Screening results from PubChem.
RAD54 branch – RAD54 (human) branch migration inhibition. Q92698. RAD54 Holliday junction branch migration, FAM/BHQ fluorescence. inhibition, % at 10.4 µM. actives 0.14% (n = 360,000). AID 602329;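 active = mean normalized replicate activity at least 40 and at least half of replicates scoring 40 or more; inconclusive = only one of the two criteria met; inactive = mean below 40 and under half of replicates reaching 40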;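 note: 0% = median of neutral control wells and 100% = median of positive control wells; inhibitors cause a drop in the FAM fluorescence signal; in these data hits start at about 50%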
CFTR F508del cor – correctors of CFTR F508del function in bronchial epithelial cells | activity (quench increase), % at 7.58 µM | actives 0.36% (n = 350,000) | CFBE cells, YFP halide quenching; stimulated with forskolin plus potentiator P3; % fluorescence drop versus neutral controls;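 active = mean added fluorescence quench of at least 8% versus neutral control, with both replicates also reaching 8%; inconclusive = only one of the mean or replicate conditions met; inactive = mean below 8% and not both replicates reaching 8%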;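 note: cells transiently co-express mutant CFTR-F508del with the halide-sensitive YFP; corrector assay measuring rescue of mutant channel to the surface after 24 h compound exposure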
DENV2 CPE – protects cells from dengue virus 2 cytopathic effect; DENV2-infected cells, cytopathic effect rescue, plate reader; actives 1.7% (n = 350,000); CPE inhibition, % at 9.99 µM; in the data active = CPE inhibition above about 20%, passing the limit was not always enough; inconclusive = no clear call, values can overlap the other calls; tested in BHK-21 cells;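 note: 0% = median of neutral control wells and 100% = median of positive control wells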
RAD52 anneal inh – blocks human RAD52 DNA annealing; inhibition, % at 18.7 µM; actives 0.46% (n = 360,000); P43351; AID 651710; recombinant RAD52 DNA annealing, FRET fluorescence;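 active = every replicate showing at least 50% inhibition; inconclusive = mean inhibition at least 50% but not in every replicate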
E-selectin induc – E-selectin induction on HUVECs; activation, % at 7.58 µM; actives 0.37% (n = 260,000); HUVEC E-selectin immunofluorescence imaging; normalized: neutral wells 0, TNF-alpha wells 100; AID 686992; P16581;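 active = mean E-selectin-positive cell signal at least 10% of the positive control, reached in at least 60% of replicates, without over 20% cell loss; inconclusive = no rule given, readout overlaps actives, possibly toxicity-flagged; inactive = the rest, including those meeting only one limit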;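 note: in these data hits start at about 27%; measured in HUVEC primary endothelial cells; signal is the percent of cells scored E-selectin positive by PE staining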
Target sequence (P16581 whole entry, looked up): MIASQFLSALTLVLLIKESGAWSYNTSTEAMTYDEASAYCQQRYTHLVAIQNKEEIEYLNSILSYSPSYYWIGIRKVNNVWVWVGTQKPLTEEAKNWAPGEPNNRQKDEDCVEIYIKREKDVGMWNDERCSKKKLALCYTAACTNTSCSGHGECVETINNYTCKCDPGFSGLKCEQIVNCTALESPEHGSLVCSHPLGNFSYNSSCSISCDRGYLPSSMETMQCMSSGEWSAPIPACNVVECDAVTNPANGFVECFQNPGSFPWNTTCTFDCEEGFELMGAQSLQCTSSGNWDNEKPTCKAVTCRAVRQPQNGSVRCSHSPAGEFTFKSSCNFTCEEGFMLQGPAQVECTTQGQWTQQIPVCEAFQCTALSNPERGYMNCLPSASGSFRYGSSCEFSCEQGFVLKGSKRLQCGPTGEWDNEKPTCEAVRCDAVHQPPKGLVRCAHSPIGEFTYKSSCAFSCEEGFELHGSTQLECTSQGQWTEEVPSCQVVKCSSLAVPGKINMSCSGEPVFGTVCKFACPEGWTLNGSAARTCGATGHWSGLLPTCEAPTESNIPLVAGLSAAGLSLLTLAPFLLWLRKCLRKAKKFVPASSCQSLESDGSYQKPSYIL
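Test system: HUVEC; input: 3,000 HUVEC/well; measured by: immunofluorescence imaging; read-out: % PE-positive cells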
GSIS activator – GLuc luminescence reporter in INS-1E cells, primary screen for activators of glucose-dependent secretion of insulin; actives 0.61% (n = 370,000); INS-1E GLuc reporter insulin secretion, 2-3 h; activation, % at 16.6 µM; AID 743287;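 active = lowest replicate activation of at least 40%, so every replicate reaches that level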;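 note: 0% = median of neutral control wells and 100% = median of IBMX positive control wells; some compounds called inactive have numbers as strong as hits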
Xi reactivation – activators of X-chromosome reactivation in mouse fibroblasts; activation, % at 7.58 µM; actives 0.055% (n = 360,000); XiGFP mouse fibroblasts, % GFP-positive cells imaging, 3 d; cells co-treated with 5-aza-dC sensitizer; scaled so ellipticine positive control = 100%; AID 743238;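 active = mean normalized replicate activation at least 10% and every replicate at or above 10%; inconclusive = only one of the two criteria met; inactive = mean below 10% and not all replicates reach 10%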;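 note: 0% = median of on-plate neutral control wells and 100% = ellipticine 6 µM median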
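assay system = SV40-immortalized XiGFP fibroblast cells, line 68-5-11 | buffer or medium = DMEM plus 5-aza-dC sensitizer | doses = single-point pinned compound dosing | times = 3-day compound exposure, then 15 min fixation at room temperature | benchmarks = positive control ellipticine, 6 µM final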
CASP6 VEID inh – inhibitors of human caspase-6; AID 686996; purified caspase-6, Z-VEID-R110 cleavage fluorescence; P55212; actives 0.53% (n = 350,000); inhibition, % at 12.5 µM;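 active = mean inhibition across replicates at least about 35%, with every replicate also reaching that limit, limit read from the data; inconclusive = only one of the two criteria met; inactive = neither criterion met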;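 note: 0% = median of neutral control wells and 100% = no fluorescence left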
Target sequence (P55212 24-179 limits assumed): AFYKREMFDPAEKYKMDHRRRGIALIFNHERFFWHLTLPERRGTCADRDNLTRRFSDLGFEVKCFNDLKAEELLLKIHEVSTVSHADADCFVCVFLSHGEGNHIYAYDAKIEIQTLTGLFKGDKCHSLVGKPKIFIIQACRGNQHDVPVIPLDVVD
Target sequence (P55212 194-293 limits assumed): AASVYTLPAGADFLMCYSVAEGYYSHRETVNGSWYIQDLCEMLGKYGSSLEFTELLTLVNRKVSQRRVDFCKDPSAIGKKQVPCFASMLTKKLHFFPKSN
Starred values were filed as active, the others as inactive; u = inconclusive; x = not tested or not shown; & = joins results of further samples.

Order of results: RAD54 branch	CFTR F508del cor	DENV2 CPE	RAD52 anneal inh	E-selectin induc	GSIS activator	Xi reactivation	CASP6 VEID inh
> O=C(Cn1c(=O)cnc2ccccc21)NC1CCC(O)CC1 (centres undefined)
 : 16.4	0.5	-3.3	5.4	-5.3	-1.6	0.0	-2.5
> C[C@H](NC(=O)C[C@@H]1C=C[C@@H](NC(=O)C2CCOCC2)[C@H](CO)O1)c1ccccc1
 : -7.8	-0.9	-3.6	2.0	0.2	10.1	1.1	7.1
> Cc1ccccc1NC(=O)C1CCCN(S(=O)(=O)c2cccc3cccnc23)C1 (centres undefined)
 : 6.5	-2.3	1.6	-12.8	0.7	18.5	0.0	-1.1
> Cc1cccc(N=Cc2cc(Br)cc(Cl)c2O)c1
 : x	1.9	-2.5	-17.7	-0.6	-3.0	0.1	x
> COc1ccccc1N1CCN(C(=S)Nc2ccccc2)CC1
 : -2.5&-9.7	0.5&1.1	-1.7&1.0	-17.3&-12.7	0.0	-4.6&-5.3	0.0&0.0	-1.1&-0.4
> CCCCc1nc2cc(C(=O)NCCc3c(C)n[nH]c3C)ccc2o1
 : 3.4	3.8	2.8	-14.1	-1.1	-12.5	0.2	-0.6
> CCNC(=O)C[C@@H]1CC[C@@H]2[C@@H](COc3ccc(NC(=O)Nc4cccc(F)c4)cc3C(=O)N2C)O1
 : -8.3	2.0	12.4	x	0.1	0.8	0.7	1.9
> O=C(NC1=NCCS1)C1CCN(S(=O)(=O)c2ccc(Cl)cc2)CC1
 : -16.1	3.0	1.8	-0.5	-0.4	x	-1.0	2.8
> CCc1noc(C)c1C(=O)OC(C)C(=O)Nc1ccc2c(c1)OCO2 (centres undefined)
 : 6.0	1.8	u	-14.1	x	1.6	0.0	1.5
> C[C@@H]1CN([C@H](C)CO)C(=O)c2cc(NS(=O)(=O)c3ccc(Cl)cc3)ccc2O[C@H]1CN(C)S(=O)(=O)c1cccs1
 : 5.1	-3.9	-7.1	-14.9	0.7	0.4	0.7	0.6
> CCN(C[C@H]1N[C@@](CC)(C(=O)OC)[C@H]2C(=O)N(Cc3ccccc3)C(=O)[C@@H]12)C(=O)COC
 : -16.2	-1.1	10.2	-10.5	1.8	6.2	-0.1	8.0
> Cc1cccc(S(=O)(=O)N/N=c2\sc3ccccc3n2C)c1
 : -3.8	-8.5	0.8	-13.1	x	0.2	0.0	-7.7
> O=C(NN=Cc1cc(=O)[nH]c(=O)[nH]1)c1ccncc1
 : x	-0.9	x	3.7	0.2	x	0.4	2.7
> CC(=O)c1ccc(OCCCC(=O)Nc2ccc(Cl)c(S(=O)(=O)N3CCOCC3)c2)cc1
 : 10.3	-0.9	-0.7	-29.0	-0.7	x	0.0	-1.0
> COc1cc(O)c(C(C)=O)c(OC)c1
 : -5.0	-0.3	10.0	8.8	-0.2	x	-0.1	0.4
> Cc1cccc(NC(=O)COC(=O)c2ccc3c(c2)OCO3)c1C
 : -1.7	1.3	-0.1	6.0	-0.4	-5.8	0.0	-0.2
> COc1ccccc1-n1c(-c2cccnc2)n[nH]c1=S
 : 4.5	x	x	-12.5	x	-7.0	x	-0.3
> CN(C)C(=O)c1cccc(-c2ccc3n(c2=O)C[C@H]2[C@H](CO)[C@@H](C(=O)NCC4CC4)N[C@@H]32)c1
 : -9.4	x	1.3	9.0	0.0	7.0	0.1	-0.5
> CCN1CCc2c(sc(NC(=O)c3ccc(C(=O)c4ccccc4)cc3)c2C(N)=O)C1
 : u	0.9	10.6	-41.0	x	-11.2	0.1	-2.8
> CCS(=O)(=O)Nc1ccc2c(c1)C(=O)N(C)[C@@H]1CC[C@@H](CC(=O)N[C@@H]3CCN(Cc4ccccc4)C3)O[C@H]1CO2
 : 3.8	x	3.6	6.1	-0.3	7.7	0.0	x

Additional structures
Order of results: RAD54 branch	CFTR F508del cor	DENV2 CPE	RAD52 anneal inh	E-selectin induc	GSIS activator	Xi reactivation	CASP6 VEID inh
> C=CCNC(=O)NC(=O)COC(=O)C(C)Oc1ccc(Cl)cc1Cl (centres undefined)
 : x	-2.4	6.4	-1.2	-0.1	2.5	-0.1	6.7
> COc1ccc(NS(=O)(=O)c2ccc(NC(=S)NCC3CCCO3)cc2)cc1 (centres undefined)
 : -7.4	-2.2	u	0.0	-0.9	-0.5	0.0	6.6
> CCC(=O)Nc1ccc2c(c1)OC[C@@H](C)N(C(=O)c1ccncc1)C[C@H](C)[C@H](OC)CN(C)C2=O
 : 1.7	x	-12.5	-7.4	-0.4	12.8	-0.2	0.9
> C[C@@H]1CN([C@H](C)CO)S(=O)(=O)c2ccc(C3=CCCCC3)cc2O[C@@H]1CN(C)C(=O)c1ccccc1
 : -7.3	0.2	-9.4	-6.8	0.2	-24.5	-1.1	-1.6
> COc1ccccc1Cn1cccc1C=O
 : -9.8	-2.6	-4.3	-17.1	0.9	-7.3	0.5	-0.6
> C/C=C/c1ccc([C@@H]2[C@H](CO)N3CCCCN(C(=O)Nc4cc(F)ccc4F)C[C@@H]23)cc1
 : 6.8	0.5	-34.3	0.8	-0.2	-24.6	0.3	-5.6
> COc1ccc(C)cc1NC(=O)Nc1cccc(C)c1
 : x	-1.4	x	-8.6	x	-2.6	0.0	-4.3
> CC(C)(C)c1ccc(C(=O)NCC(=O)OCC(=O)N2CCCC2)cc1
 : 0.0	-2.3	-1.7	5.7	-0.7	2.2	0.7	2.8
> CCN1C(=O)[C@H]2[C@@H](c3ccccc3)N[C@]3(CCCN(Cc4ccccc4)C3=O)[C@H]2C1=O
 : -10.7	-1.8	-2.3	-7.4	-0.1	5.7	0.4	4.5
> CC(C)(C)[S@@](=O)N1Cc2cc(C(=O)NCCN3CCCC3)nc(-c3cccc(-c4ccc(C#N)cc4)c3)c2[C@H]1CCO
 : 10.2	1.5	12.1	29.6	0.3	-16.0	0.2	0.0
> C/C(=N/NS(=O)(=O)c1ccccc1)c1ccc(Cl)cc1
 : x	2.8	15.6	-13.0	x	13.7	0.1	2.9
> CCCCCn1c(NCc2ccco2)nc2ccccc21
 : 0.8	0.7	u	-21.7	-0.2	-3.8	0.5	1.6
> Clc1ccc(-c2csc(N/N=C\c3cccnc3)n2)cc1
 : x	x	3.4	-16.7	-0.2	x	-0.1	-0.3
> COc1ccc2c3c(n(C)c2c1)[C@@H](CO)N(CC1CC1)CC31CN(C(=O)Nc2c(C)noc2C)C1
 : x	3.6	7.6	x	-0.3	-1.7	0.4	x
> COc1ccc2c3c([nH]c2c1)[C@H](CO)N(C(=O)Cc1ccccc1)CC31CN(C(=O)Cc2ccccc2)C1
 : x	3.0	-1.8	10.0	-0.2	-25.3	0.2	1.2
> CCCCn1c(N)c(N(CCOC)C(=O)Cn2c(=O)oc3ccccc32)c(=O)[nH]c1=O
 : 9.1	1.9	7.7	-14.7	-0.4	-9.8	-0.1	2.4
> COc1ccccc1-c1ccc(SCc2ccc([N+](=O)[O-])cc2)nn1
 : x	0.0	-5.1	-7.5	x	-6.9	0.0	0.1
> CCCC(=O)Nc1ccc2c(c1)C(=O)N(C)[C@H]1CC[C@H](CC(=O)Nc3ccc(C)cc3)O[C@@H]1CO2
 : 6.0	-1.1	4.9	0.6	0.1	-8.3	0.1	-0.7
> COc1ccc(CN(C)C[C@@H]2OCCCC[C@@H](C)Oc3ccc(NS(=O)(=O)c4ccc(C)cc4)cc3C(=O)N([C@H](C)CO)C[C@@H]2C)cc1
 : 0.0	-2.7	1.8	-0.6	0.0	-15.0	-1.1	0.8
> C[C@@H]1CCCCO[C@H](CN(C)C)[C@H](C)CN([C@@H](C)CO)C(=O)c2cc(NC(=O)Nc3ccccc3)ccc2O1
 : 2.1	-0.2	3.6	6.7	0.2	7.1	0.1	-2.0

Next structures follow:
Order of results: RAD54 branch	CFTR F508del cor	DENV2 CPE	RAD52 anneal inh	E-selectin induc	GSIS activator	Xi reactivation	CASP6 VEID inh
> CCC1CCCCN1C(=O)c1ccc(OC2CCN(C(=O)C3CC3)CC2)cc1 (centres undefined)
 : 4.5	-0.8	3.6	-8.9	x	-7.8	0.0	-0.3
> CN1C(=O)NC(c2ccc(O)cc2)C2=C1CN(c1cccc3ccccc13)C2=O (centres undefined)
 : -18.4	2.0	-4.9	-9.1	14.2	-3.6	0.1	3.6
> Cc1ccc(NC(=O)C2CCN(c3ncnc4c3nc3n4CCCCC3)CC2)nc1
 : -6.2	-1.7	0.0	-2.4	x	-34.9	-0.1	-1.7
> CC(=O)N1c2ccc(S(=O)(=O)N3CCC(C(=O)NC4CCCC(C)C4C)CC3)cc2CC1C (centres undefined)
 : -17.5	-2.5	18.2	-5.5	-0.3	x	0.1	1.4
> CCC(=O)N1CC(=O)N2[C@@H](CO)[C@@H](c3ccc(-c4ccccc4F)cc3)[C@@H]2C1
 : x	0.1	1.0	-6.8	0.0	-2.5	u	x
> O=C(Nc1ccccc1O)c1ccc([N+](=O)[O-])cc1
 : -6.6	-0.6	1.9	-9.9	0.2	21.7	-0.1	1.2
> Cc1cccc(COC(=O)C(Cc2ccccc2)NC(N)=O)c1 (centres undefined)
 : 11.5	-0.7	-2.7	-5.4	x	-8.9	0.1	-0.9
> COc1ccc2c3c([nH]c2c1)[C@@H](CO)N(C(=O)Nc1cccc(F)c1)CC31CN(S(=O)(=O)c2cccc(C)c2)C1
 : x	0.9	4.0	-25.6	1.0	-20.1	0.3	2.4
> C[C@H](C(=O)N(C)C[C@@H]1OCc2ccccc2-c2ccccc2C(=O)N([C@@H](C)CO)C[C@H]1C)c1ccccc1
 : -18.8	0.0	8.5	7.9	-0.4	-9.4	-0.7	-1.4
> CC(C)(C)OC(=O)NCCCCCNC(=O)c1nc[nH]c1C(=O)NCCCCCNC(=O)OC(C)(C)C
 : 0.3	0.4	12.5	-4.2	x	-8.4	0.0	-37.3
> O=C(CN(C(=O)CNC(=O)c1cccs1)c1cccc(F)c1)NC1CCCC1
 : 11.2	-2.5	1.1	-7.9	1.8	0.8	0.3	1.7
> Cc1cc(C(=O)NCC2CCCCC2)ccc1[N+](=O)[O-]
 : -7.5	-3.1	-2.3	0.8	x	-16.0	x	-1.7
> CC(C)NC(=O)Nc1ccc2c(c1)C(=O)N([C@H](C)CO)C[C@H](C)[C@H](CN(C)S(=O)(=O)c1cn(C)cn1)O2
 : -0.3	-0.9	9.8	-6.9	-0.1	-4.2	0.2	0.2
> C[C@H](CO)N1C[C@H](C)[C@@H](CN(C)C(=O)Nc2ccc(F)cc2)OCCCC[C@H](C)Oc2ccc(NC(=O)Nc3ccc4c(c3)OCO4)cc2C1=O
 : 0.2	-4.1	9.5	6.5	0.1	25.3	-0.4	2.5
> CCC(=O)c1cn(CC(=O)Nc2ccccc2F)c2ccccc12
 : 6.3	0.7	0.4	-21.9	-0.1	-4.8	0.0	0.1
> COC(=O)c1cc(NC(=S)NC(=O)c2ccccc2)ccc1N1CCOCC1
 : -2.0	-1.3	2.9	-24.0	x	-5.5	0.1	2.0
> COC(=O)C1=C(C)NC(=O)CC1c1cccc(Cl)c1Cl (centres undefined)
 : -3.7	1.8	9.6	-0.7	0.5	-11.8	-0.2	-1.8
> COc1cccc(CN2CCN(CCCc3ccccc3)C(CCO)C2)c1OC (centres undefined)
 : -2.4	4.2	-1.6	-8.0	0.7	-27.2	0.0	-2.2
